LDHA block: inhibitors of human lactate dehydrogenase A; purified LDHA, NADH/diaphorase-resazurin fluorescence; hits give low values; P00338; activity change, % (values are at about 110 or 230 µM); 480,000 compounds, 0.15% hits; AID 1347041; in the data active means activity change below about -30%; inconclusive means mostly about -25% to -30%;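 further: plate controls were DMSO wells for no effect and wells without enzyme for full effect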
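Resorufin fluorescence (ex540/em590), read at 0 and 20 min after diaphorase/resazurin addition, reports the NADH left after a 5 min room-temperature reaction of 2 nM human LDH5 with 0.06 mM NADH and 0.2 mM pyruvate.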
Vif-APOBEC3G blk: inhibitors of Vif-APOBEC3G interaction; Q9HC16; 410,000 compounds, 0.076% hits; Potency, µM (titrated, usually from 46.1 µM), for inactives: at the top dose activity, negative = active, most hits filed as inhibitors; AID 602310; HeLa A3G-eYFP + Vif (tagged APOBEC3G with the HIV-1 protein that degrades it), YFP fluorescence, overnight;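 further: potency means the concentration at half of the fitted maximal effect; on the % scale 0 is the no-effect control and ±100 the full control effect; nearly all actives have a fitted effect of over 60% in size; hits raise eYFP signal because A3G escapes Vif-driven loss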
Target sequence (Q9HC16 whole entry, looked up): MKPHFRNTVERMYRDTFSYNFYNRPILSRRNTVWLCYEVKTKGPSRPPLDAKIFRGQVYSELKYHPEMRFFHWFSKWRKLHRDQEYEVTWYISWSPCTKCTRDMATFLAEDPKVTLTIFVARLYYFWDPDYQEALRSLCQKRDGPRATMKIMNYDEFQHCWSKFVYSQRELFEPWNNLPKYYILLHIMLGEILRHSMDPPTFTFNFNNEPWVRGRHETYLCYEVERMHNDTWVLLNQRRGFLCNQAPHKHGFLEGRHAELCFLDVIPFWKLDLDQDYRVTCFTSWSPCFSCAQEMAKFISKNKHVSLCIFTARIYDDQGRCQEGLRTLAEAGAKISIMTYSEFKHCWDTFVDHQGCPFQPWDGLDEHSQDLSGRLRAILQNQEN
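Read-out is eYFP fluorescence (Ex 488/Em 500-530) from Vif-expressing HeLa A3G-eYFP cells; more signal means A3G escaped Vif-mediated degradation. Cells plated overnight, compound pinned in, incubated overnight at 37 deg C.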
D2 PAM: D2 dopamine receptor (human) potentiation. P14416. HEK293 T-REx D2, calcium flux, EC20 dopamine potentiation. AID 485347. 340,000 compounds, 0.34% hits. potentiation, % at 10 µM;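 active means potentiation over 3 SD above the plate norm, cut at about 30% in these data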; further: 0% is about no effect
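Tetracycline-induced HEK293 T-REx cells force-coupled to calcium signalling expressed D2; compounds were pin-added after a 10 s baseline, read kinetically 180 s, then an EC20 dopamine challenge followed with a further 180 s calcium read.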
GRP78 ERSR act: inducers of ER stress response in human glioma cells; U87-MG GRP78 promoter luciferase reporter, 16 h; Potency, µM, inactives show at the highest dose activation, most hits filed as activators; 420,000 compounds, 0.02% hits; AID 602332; further: potency means the concentration at half of the fitted maximal effect; series mostly up to about 76 µM; % of control where 0% means no effect; nearly all actives have a fitted effect of over 35% in size
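Stably transfected U87-MG human glioma cells carrying a GRP78-based luminescent sensor were seeded at 1000 cells/well, pin-dosed with compounds and incubated 16 h. Luciferase reagent was then added, and end-point luminescence was read after 10 min at room temperature.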
D1 PAM: enhances dopamine response at the human D1 receptor; P21728; HEK293 TREx D1 cells, calcium flux, dopamine EC20 potentiation; potentiation, % at 10 µM; 360,000 compounds, 0.036% hits; in the data active means potentiation above about 30%; further: 0% is about no effect
Target sequence (P21728 whole entry, looked up): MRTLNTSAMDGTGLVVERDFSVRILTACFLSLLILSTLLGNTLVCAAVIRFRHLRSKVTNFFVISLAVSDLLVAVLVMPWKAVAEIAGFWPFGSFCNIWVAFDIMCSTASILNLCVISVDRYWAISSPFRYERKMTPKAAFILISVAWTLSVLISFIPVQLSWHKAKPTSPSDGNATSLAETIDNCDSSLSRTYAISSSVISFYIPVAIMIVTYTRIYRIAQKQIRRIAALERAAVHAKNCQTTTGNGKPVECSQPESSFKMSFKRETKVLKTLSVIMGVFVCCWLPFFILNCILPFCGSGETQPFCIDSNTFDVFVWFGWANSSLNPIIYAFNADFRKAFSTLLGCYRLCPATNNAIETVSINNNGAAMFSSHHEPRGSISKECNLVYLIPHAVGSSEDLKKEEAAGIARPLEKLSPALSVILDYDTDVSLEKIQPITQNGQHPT
RXFP1 agonist: RXFP1 (human) receptor agonism. Q9HBX9. HEK293T-RXFP1 cAMP TR-FRET, 30 min; response scale: percent of porcine relaxin response, buffer zero. Potency, µM (top dose mostly 57.5 µM), inactives show at the highest dose activation, usual class: activators. 370,000 compounds, 0.3% hits. AID 2676; further: potency means the concentration at half of the fitted maximal effect; on the % scale 0 is the no-effect control and ±100 the full control effect; nearly all actives have a fitted effect of over 60% in size; many of its hits are not listed in these tables
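HEK293T cells stably expressing RXFP1 were pretreated with the PDE4 inhibitor Ro 20174, exposed to compounds for 30 min at 37C, lysed, and cAMP was read by TR-FRET. Data normalized to buffer (basal) and 29 nM porcine relaxin (100%).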
Vif-APOBEC3F blk: inhibitors of Vif-A3F interaction; 390,000 compounds, 0.2% hits; HeLa A3F-eYFP + Vif (tagged APOBEC3F with the HIV-1 protein that degrades it), YFP fluorescence increase; Potency, µM (top dose mostly 46.1 µM), for the others: at the highest dose activity, negative = active; further: potency means the concentration at half of the fitted maximal effect; % of control where 0% means no effect; nearly all actives have a fitted effect of over 65% in size
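HeLa cells stably expressing Vif plus C-terminally eYFP-tagged A3F were seeded, incubated overnight at 37 deg C, dosed with compound, incubated overnight again at 37 deg C. Yellow fluorescence (Ex 488/Em 500-530) reported blocked Vif-mediated A3F-eYFP degradation.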
D1 antagonist: antagonists of human D1 dopamine receptor | HEK293 TREx D1 cells, calcium flux, dopamine EC80; hits give low values | activity change, negative = inhibition, % at 10 µM | 360,000 compounds, 3.2% hits | AID 504652; in the data active means activity change below about -30%; further: on the % scale 0 is the no-effect control and ±100 the full control effect
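Allosteric or orthosteric antagonism assessed as attenuation of the calcium response to EC80 dopamine, added 180 s after compound, in induced HEK293 Trex D1 cells loaded with no-wash calcium dye.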
D1 agonist: activates the human D1 dopamine receptor; activation, % at 2 µM; HEK293 T-REx D1 cells, calcium flux, agonist mode; 360,000 compounds, 1% hits; P21728; AID 504660; in the data active means activation above about 30%; further: 0% is about no effect
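Inducible HEK293 T-REx D1 cells, force-coupled to calcium signalling, were plated at 4000 cells/well with tetracycline and held overnight at 30 C. After no-wash calcium dye loading, compound-evoked calcium rise over 180 s flagged agonists.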
Starred values were filed as active, the others as inactive; ? = inconclusive; · = no result given; & = joins results of further samples. Unless noted, the call rests on the fitted dose curve; in most records, active means well fitted curve in the direction sought with a large enough effect; inconclusive means small, poorly fitted or top-dose-only effect, or another doubt; inactive means no such curve, though single readings can be large; an effect the other way counts as inactive or inconclusive. An excerpt; rates above refer to the full screens.

#	SMILES	LDHA block	Vif-APOBEC3G blk	D2 PAM	GRP78 ERSR act	D1 PAM	RXFP1 agonist	Vif-APOBEC3F blk	D1 antagonist	D1 agonist
1	COc1cc2c(cc1OC)C1(NCC2)C(=O)Nc2ccccc21 (stereo not given)	-6	3%	-1	-3%	-7	1.1%	-19%	24	4
2	Cc1ccc(NC(=O)CSCC(=O)Nc2nnc(C)s2)cc1	-2	1%	5	-5%	0	0.1%	2%	-1	-1
3	COc1cc2nncc(SC)c2cc1OC	-3	1%	·	-2%	·	·	1%	·	·
4	O=C(Nc1ccc(F)c(Cl)c1)C1CCCN(c2ncnc3onc(-c4ccc(F)cc4)c23)C1 (stereo not given)	6&3	0%	-7	-3%	-9	1.0%	-2%	-6	7
5	CCN(CC)S(=O)(=O)c1cc(NC(=O)CNc2cccc(S(=O)(=O)N3CCCC3)c2)ccc1C	-4	3%	9	-7%	2	3.4%	0%	-3	4
6	CC(C)N(CCNC(=O)C1CCC(=O)N1Cc1ccc(F)cc1)Cc1ccccc1 (stereo not given)	-7	-2%	3	-5%	0	2.7%	1%	-7	-1
7	CC(CCc1ccccc1)NC(=O)COC(=O)c1ccc([N+](=O)[O-])cc1 (stereo not given)	-7	0%	38*	-4%	-15	1.0%	1%	-16	4
8	N#C/C(=C/c1ccc(Br)o1)C(N)=O	-5	-16%	-12	-7%	1	1.4%	4%	-22	1
9	CC(C)(C)OC(=O)CNC(=O)c1nc[nH]c1C(=O)N1CCN(C(=O)OC(C)(C)C)CC1	1	2%	-6	-5%	-3	-0.4%	-2%	11	0
10	O=C(O)CCc1nc(-c2ccc(Cl)cc2)no1	-6	0%	3	-2%	-3	0.8%	-10%	-26	1
11	CC(=C/c1ccccc1)/C=N/NC(=O)c1ccc2nc[nH]c2c1	-5	2%	-25	4%	1	1.2%	-13%	-3	-1
12	CCN(CC(=O)Nc1ccc(NC(C)=O)cc1)Cc1c(O)ccc2cc(Br)ccc12	20	-1%	3	2%	-6	18%	-2%	-13	0
13	Cn1cc(S(=O)(=O)c2ccccc2)c(=O)c2cc(F)c(N3CCCCC3)cc21	-6	1%	11	-1%	-2	28%	-21%	-2	0
14	COc1ccc(CN2C(=O)c3oc4ccccc4c(=O)c3C2c2ccc(O)cc2)cc1 (stereo not given)	-2	0%	-10	-3%	-4	0.4%	-4%	0	0
15	CCn1c(NC(=S)Nc2ccccc2)nc2ccccc21	-10	1%	-6	11%	-3	0.0%	-5%	3	2

Structures above marked active in D2 PAM:
no. | SMILES | LDHA block | Vif-APOBEC3G blk | D2 PAM | D1 PAM | D1 antagonist | D1 agonist
7 | CC(CCc1ccccc1)NC(=O)COC(=O)c1ccc([N+](=O)[O-])cc1 (stereo not given) | -7 | 0% | 38* | -15 | -16 | 4

(more compounds)
#	SMILES	LDHA block	Vif-APOBEC3G blk	D2 PAM	GRP78 ERSR act	D1 PAM	RXFP1 agonist	Vif-APOBEC3F blk	D1 antagonist	D1 agonist
16	CN(C)/C=C1\C(=O)NN=C1c1ccccc1	-3	5%	-3	-6%	-1	-1.2%	-1%	13	4
17	Cc1cc(C)cc(NC(=O)Cn2c(=O)oc3cc(S(=O)(=O)N4CCC(C)CC4)ccc32)c1	-2	?	-7	-10%	7	0.3%	?	-2	3
18	CCCN1C(=O)c2cc(C(=O)Nc3ccc(OC)c(OC)c3)ccc2C1Nc1ccc(OC)c(OC)c1 (stereo not given)	8	-5%	10	0%	-5	0.4%	6%	13	1
19	CCOc1ccc(OCC)c(NC(=O)CCCN2C(=O)c3cccnc3C2=O)c1	5	1%	3	7%	-2	2.1%	-1%	0	-4
20	COc1ccc(S(=O)(=O)Nc2ccc(N3CCOCC3)nc2)cc1	-2	0%	7	0%	1	-1.2%	-7%	5	8
21	COc1ccccc1N1CCN(C(=O)CC(NC(=O)c2ccccc2Cl)c2ccccc2)CC1 (stereo not given)	-1	-7%	-5	-6%	0	0.7%	0%	-3	3
22	COc1cccc(NC2=C(Cl)C(=O)OC2OC(=O)c2ccco2)c1 (stereo not given)	-6	?	-4	-8%	-7	-1.2%	?	-12	1
23	Cc1ccc(NC(=O)CS(=O)CC(=O)NC23CC4CC(CC(C4)C2)C3)cc1 (stereo not given)	0	-5%	-3	-1%	-1	2.5%	10%	-8	0
24	O=C(O)Cc1csc(-c2cccc(F)c2)n1	-15	0%	7	-3%	0	11%	0%	5	2
25	N#C/C(=C\c1coc2ccccc2c1=O)C(N)=S	0	-7%	10	-11%	6	12%	6%	11	3
26	COc1ccc(C(=O)NCCSc2ccccn2)cc1	0	-5%	·	-11%	9	1.0%	2%	5	1
27	CC(=O)/C(=N/Nc1cccc(Cl)c1)Sc1nnc(C(O)c2ccccc2)n1-c1ccccc1 (stereo not given)	-6	-1%	2	0%	-1	4.0%	0%	8	0
28	c1ccc(-c2nnc3sc(CN4CCc5ccccc54)cn23)cc1	6	-4%	-10	-5%	-6	1.8%	-3%	-1	1
29	Cc1cccc(-n2cc(CNCCN3CCOC3=O)c(-c3cccc(F)c3)n2)c1	-6	9%	0	0%	5	0.5%	9%	3	4
30	CC(=O)Nc1ccc(/C=N/NC(=O)CCN2CCN(c3ccccc3)CC2)cc1	-2	2%	-20	-1%	-6	-2.1%	-6%	-20	0

An excerpt of these results, with each value named.
23. Cc1ccc(NC(=O)CS(=O)CC(=O)NC23CC4CC(CC(C4)C2)C3)cc1 (stereo not given)
- LDHA block: 0
- Vif-APOBEC3G blk: -5%
- D2 PAM: -3
- GRP78 ERSR act: -1%
- D1 PAM: -1
- RXFP1 agonist: 2.5%
- Vif-APOBEC3F blk: 10%
- D1 antagonist: -8
- D1 agonist: 0

22. COc1cccc(NC2=C(Cl)C(=O)OC2OC(=O)c2ccco2)c1 (stereo not given)
- LDHA block: -6
- Vif-APOBEC3G blk: ?
- D2 PAM: -4
- GRP78 ERSR act: -8%
- D1 PAM: -7
- RXFP1 agonist: -1.2%
- Vif-APOBEC3F blk: ?
- D1 antagonist: -12
- D1 agonist: 1

28. c1ccc(-c2nnc3sc(CN4CCc5ccccc54)cn23)cc1
- LDHA block: 6
- Vif-APOBEC3G blk: -4%
- D2 PAM: -10
- GRP78 ERSR act: -5%
- D1 PAM: -6
- RXFP1 agonist: 1.8%
- Vif-APOBEC3F blk: -3%
- D1 antagonist: -1
- D1 agonist: 1

The listing continues:
#	SMILES	LDHA block	Vif-APOBEC3G blk	D2 PAM	GRP78 ERSR act	D1 PAM	RXFP1 agonist	Vif-APOBEC3F blk	D1 antagonist	D1 agonist
31	CC(Nc1ccc(Cl)c(Cl)c1)C(=O)NN (stereo not given)	-13	1%	5	-4%	-4	-2.8%	1%	-16	1
32	C=CCN(C(=O)CNC(=O)c1ccco1)C(C(=O)NC1CCCCC1)c1ccc(OC)cc1 (stereo not given)	2	0%	-3	-3%	-9	0.0%	-2%	14	0
33	Cc1ccc(-c2c[n+](CC(=O)Nc3c(C)cccc3C)c3n2CCC3)cc1	-1	3%	-13	-3%	-2	-2.4%	4%	3	2
34	COc1ccc(S(=O)(=O)N2CCCCC2)cc1NC(=O)CCC(=O)N1CCC(c2ccccc2)=N1	-2	0%	·	-5%	·	·	6%	·	·
35	CN(C)/C=N/C(=S)Nc1ccc(Br)cc1F	-7	-3%	-3	-1%	1	-1.0%	1%	-6	5
36	CCn1c2ccccc2c2cc(NC(=O)CSc3nnc(-c4ccc(OC)cc4)n3N)ccc21	-7	-27%	-4	-8%	-8	6.5%	-15%	18	2
37	Cc1cc2cc3c(cc2nc1SCc1ccccn1)OCCO3	-2	1%	-8	-2%	-5	1.4%	-9%	13	3
38	CCOC(=O)C1CCCN(Cc2nc(N)nc(Nc3ccc(Cl)cc3)n2)C1 (stereo not given)	5	0%	-4	-5%	-5	2.6%	3%	-10	1
39	CCN(CC)C(=S)Nc1ccc(C(=O)OC)cc1	-6	1%	·	-1%	-4	2.7%	-5%	9	0
40	CCOC(=O)C1=C(CS(=O)(=O)c2ccc(C)c(C)c2)NC(=O)NC1c1ccccc1OCC (stereo not given)	4	0%	-5	-2%	4	0.8%	0%	7	0
41	CC[C@@H](C)[C@H](NC(=O)OC(C)(C)C)c1nnc(S(=O)(=O)Cc2cc(C)ccc2C)o1	-1	-14%	6	-18%	-5	-0.1%	-3%	-15	6
42	Cc1ccc(-n2ncc3c(N4CCC(C)CC4)ncnc32)cc1C	-2	-6%	2	-3%	0	1.3%	-4%	6	-1
43	Cc1ccc(S(=O)(=O)N2C(=O)CCC2C(=O)NCc2ccco2)cc1 (stereo not given)	0	-2%	-6	0%	0	-0.2%	-7%	3	1
44	O=C(O)C1Sc2[nH]c(=O)sc2C2c3cc(Cl)ccc3OC(=O)C12 (stereo not given)	0	1%	3	0%	3	3.0%	-5%	-4	6

3 compounds from above, arranged by length of the SMILES, highest first:
#	SMILES	LDHA block	Vif-APOBEC3G blk	D2 PAM	GRP78 ERSR act	D1 PAM	RXFP1 agonist	Vif-APOBEC3F blk	D1 antagonist	D1 agonist
36	CCn1c2ccccc2c2cc(NC(=O)CSc3nnc(-c4ccc(OC)cc4)n3N)ccc21	-7	-27%	-4	-8%	-8	6.5%	-15%	18	2
44	O=C(O)C1Sc2[nH]c(=O)sc2C2c3cc(Cl)ccc3OC(=O)C12 (stereo not given)	0	1%	3	0%	3	3.0%	-5%	-4	6
38	CCOC(=O)C1CCCN(Cc2nc(N)nc(Nc3ccc(Cl)cc3)n2)C1 (stereo not given)	5	0%	-4	-5%	-5	2.6%	3%	-10	1

Bioassay records (PubChem BioAssay)
